Compound activity deposited in PubChem by several laboratories.
TNAP activation fold: stimulation of alkaline phosphatase TNAP activity – biochemical, luminescent, no phosphate acceptor, uHTS, primary screen (AID 1001); purified TNAP, luminescent activation assay, no phosphate acceptor; higher activation fold means a stronger effect; activation fold at 20 µM, or EC50 in µM where a hit was titrated; 200,000 compounds, 0.03% hits; in the data active = activation fold from about 3, or a potency from the dose series; inactive = the rest, 99 in 100 with activation fold below about 1.6; also: many of its hits are not listed in these tables
bCat nuc transl: beta-catenin nuclear translocation modulation | HeLa beta-catenin nuclear translocation, immunofluorescence imaging | nuclear translocation activity, % at 5 µM | 190,000 compounds, 0.3% hits;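 active = nuclear translocation activity above 50% at 5 µM, with a well cell count of 50 or more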;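 also: per-cell ratio of nuclear to cytoplasmic median beta-catenin stain intensity; plate controls were DMSO negative control for no effect and GSK-3 inhibitor IX positive control for full effect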
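Read-out: Nuclear/cytoplasmic beta-catenin signal ratio, % activation | Assay system: Human HeLa cell line | Times: 24 h compound exposure at 37°C, 5% CO2 | Signal: Fluorescence imaging of beta-catenin antibody stain plus DAPI | Dosing: 5 µM primary, 0.02–20 µM confirmation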
Ins promoter up: MIN6 insulin promoter up-regulation; z-score at 5 µM; MIN6 insulin promoter-GFP reporter, high-content imaging; hits give high values; 190,000 compounds, 0.3% hits;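 active = z-score above 3 at 5 µM with at least 500 cells counted in the well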
T cell modulator: T cell immune modulation candidate. AID 2052. 2C CD8+ T cell-vesicle binding, flow cytometry; hits give low values. calls only at 7 µM. 330,000 compounds, 0.068% hits;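 active = response, share of CD8 T cells binding vesicles, and their 90th percentile fluorescence all below set limits, cut at about 80% in these data, passing the limit was not always enough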
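Material: 2C TCR transgenic mouse naive CD8+ T cells, MACS-purified. Also added: QL9-charged Drosophila Ld/ICAM-1/B7-1 vesicles. Timing: binding 1.5 h at 37 °C. Measured by: high-throughput flow cytometry with anti-B7-1 and anti-CD8 staining. Read-out: percent CD8+ FL2 mean versus row control. Controls: Unloaded micro-vesicles (low), QL9 vesicles with 0.7% DMSO (high).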
PMI inhibition: MPI inhibition at elevated mannose 6-phosphate – biochemical, fluorescence intensity, high mannose 6-phosphate, primary screen (AID 1220); recombinant PMI enzyme, coupled fluorescence intensity; higher % means a stronger effect; one-dose inhibition, % at 20 µM; IC50 in µM for titrated hits; 190,000 compounds, 0.66% hits
MT stabilizer: microtubule stabilizers in HeLa cells. HeLa tubulin immunostaining HCS, 24 h; share of cells brighter than vehicle mean+2SD. % tubulin-high responders, % at 10 µM. 200,000 compounds, 0.83% hits. AID 2205;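 active = plate Z-score above 3 for both tubulin-high and condensed-nucleus cell shares, with cell loss under 80%, at 10 µM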;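 also: anti alpha tubulin signal scored within the nucleus-defined area of each cell; some results filed as inactive read as strong as hits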
Autophagy HCS: autophagy modulation, high-content screen; MEF GFP-LC3 puncta imaging; test concentration mostly 10 µM; calls only at 10 µM (by protocol); 190,000 compounds, 0.98% hits; AID 463193;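 active = percentage of spot-positive cells more than 3 SD above its plate mean, without a fluorescence outlier flag or 80% toxicity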;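 also: spot-positive cell cutoff set from DMSO-treated cells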
Hep lipid drop: modulators of hepatic lipid droplet formation; inhibition, % at 6.5 µM; AID 1656; AML12 mouse hepatocytes, oleate lipid droplets, BODIPY imaging; 240,000 compounds, 0.4% hits;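 active = lipid droplet intensity inhibited by at least 50%, with more than 500 cells counted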
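System: AML12 hepatocytes (mouse). Probe or stimulus: oleic acid at 100 µM to induce lipid droplet formation. Times: overnight treatment with compound plus oleate. Detection: Image-based BODIPY and DAPI two-channel analysis. Evaluation: percent inhibition of filter-corrected integrated lipid droplet intensity per well.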
human PMI inhibition: MPI enzyme activity inhibition – biochemical, fluorescence intensity, coupled assay, primary screen (AID 1209); purified PMI enzyme, coupled fluorescence intensity; higher % means a stronger effect; inhibition, % at 20 µM, or IC50 in µM where a hit was titrated; 190,000 compounds, 0.42% hits;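 also: plate controls were DMSO vehicle for no effect and wells lacking substrate for full effect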
Ins promoter up cell count: second read-out of Ins promoter up, no call of its own (marks repeat the call); cell count; measured here: cytotoxicity, nuclei count;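 total cells summed across four imaged fields per well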
Hep lipid drop cells 6.5 µM: recorded beside Hep lipid drop, whose call it bears; cell count; measured here: cell count, cytotoxicity flag;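 cells counted across two imaged fields per well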
bCat nuc transl cell count 5 µM: recorded beside bCat nuc transl, whose call it bears; cell count; measured here: cell count, cytotoxicity flag
T cell modulator vesicle-bound %: second read-out of T cell modulator, no call of its own (marks repeat the call); double positive events, %; measured here: CD8+ vesicle-bound cell fraction;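 binding gate set so that unloaded-vesicle control wells show 10% double positive cells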
MT stabilizer Hoechst-high %: further read-out of MT stabilizer, marked with its call; % Hoechst-high responders; measured here: nuclear condensation Hoechst responders;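 share of cells brighter than vehicle mean plus two SD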
MT stabilizer cytotoxicity %: also measured in MT stabilizer; calls as there; toxicity, %; measured here: cytotoxicity by cell density;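 0% = mean cell density of plate MIN control wells and 100% = no cells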
Autophagy HCS cell loss 18 h: further read-out of Autophagy HCS, marked with its call; toxicity, %; measured here: cell loss, nuclei count;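 cell loss after 18 h compound exposure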
* = called active by the depositor; i = inactive; / = no result given. Rule as the data show it, unless noted: active = inhibition above about 50%; inactive = the rest.

Preview (three entries):
SMILES	TNAP activation fold	bCat nuc transl	bCat nuc transl cell count 5 µM	Ins promoter up	Ins promoter up cell count	T cell modulator	T cell modulator vesicle-bound %	PMI inhibition	MT stabilizer	MT stabilizer Hoechst-high %	MT stabilizer cytotoxicity %	Autophagy HCS	Autophagy HCS cell loss 18 h	Hep lipid drop	Hep lipid drop cells 6.5 µM	human PMI inhibition
C/C(=N\NC(=O)CSCc1ccccc1Cl)c1cc(O)ccc1O	0.2	2.3	939	-1	1173	i	12	3%	/	/	/	i	0	1	640	-3%
Cc1ccc(NC(=O)c2ccc(-c3nn(C)c(=O)c4ccccc34)cc2)cc1	0.9	/	/	-1	861	i	51	-3%	1.4	1.4	6.7	i	-9	17	771	-8%
CCCNC(=O)c1ccc2c(c1)ncn2-c1ccccc1OC	1.1	-0.6	1100	0.41	1267	i	43	2%	2.1	2.1	3.5	i	-46	-2	703	5%

This part in full (from the top)
SMILES	TNAP activation fold	bCat nuc transl	bCat nuc transl cell count 5 µM	Ins promoter up	Ins promoter up cell count	T cell modulator	T cell modulator vesicle-bound %	PMI inhibition	MT stabilizer	MT stabilizer Hoechst-high %	MT stabilizer cytotoxicity %	Autophagy HCS	Autophagy HCS cell loss 18 h	Hep lipid drop	Hep lipid drop cells 6.5 µM	human PMI inhibition
C/C(=N\NC(=O)CSCc1ccccc1Cl)c1cc(O)ccc1O	0.2	2.3	939	-1	1173	i	12	3%	/	/	/	i	0	1	640	-3%
Cc1ccc(NC(=O)c2ccc(-c3nn(C)c(=O)c4ccccc34)cc2)cc1	0.9	/	/	-1	861	i	51	-3%	1.4	1.4	6.7	i	-9	17	771	-8%
CCCNC(=O)c1ccc2c(c1)ncn2-c1ccccc1OC	1.1	-0.6	1100	0.41	1267	i	43	2%	2.1	2.1	3.5	i	-46	-2	703	5%
Cc1nnc(SCC(=O)NC2CC2)n1CCc1ccccc1	1.1	-8.2	1084	1.2	1133	i	62	-4%	1.9	1.9	14	i	-2	/	/	-9%
COc1ccccc1OCC(O)CO (stereo not given)	1.1	3.2	1077	-0.61	1119	i	62	6%	1.3	1.4	4.6	i	5	-4	699	6%
O=C(COC(=O)C1CCC1)Nc1ccc(Oc2ccccc2)cc1	1.1	-3.2	1141	0.86	845	i	56	12%	1.1	1.7	13	i	-19	-14	767	13%
CC1(C)CC(=O)C2=C(C1)Nc1cc3c(cc1C2c1ccc2c(c1)OCO2)OCO3 (stereo not given)	1.2	/	/	0.34	944	i	66	9%	4.2	2.8	4.8	i	5	/	/	17%
CCSCc1nc2ccccn2c1Br	1	-4.4	1062	-0.84	1335	/	/	-90%	1.7	2.1	5.7	i	25	-7	722	-50%
Cc1[nH]ccc(=O)c1Oc1ncc(C(F)(F)F)cc1Cl	1.1	-3.3	1118	-0.31	1246	i	60	-38%	1.5	3.7	4.4	i	-3	-4	690	-22%
CCOC(=O)N1CCN(C(=O)c2ccc3nc(SCc4ccc(F)cc4)n(C)c3c2)CC1	1.1	/	/	/	/	i	13	11%	5.5	2.9	6.9	i	-17	/	/	8%
CCn1cc(C(=O)NC2CCc3ccccc32)c(=O)c2ccc(C)nc21 (stereo not given)	1.1	-0.8	1089	0.08	1768	/	/	15%	1.9	2.2	9.9	i	10	-2	678	18%
COc1ccc2nc(NC(=O)CSc3nccc(C)n3)sc2c1	1.1	-1.6	1361	-0.53	1531	i	39	0%	2.1	1.6	9.1	i	7	/	/	-4%
O=C(Cn1nc(-c2ccccc2)c2ccccc2c1=O)NCC1CCCO1 (stereo not given)	1.1	-2.5	1007	0.44	1214	i	20	-2%	3.8	1.7	14	i	18	/	/	-2%
Cn1cnnc1SCC(=O)Nc1ccccc1Oc1ccccc1	1.1	6.9	1092	-0.33	1259	i	41	-6%	3.0	2.5	11	i	4	-3	704	-10%
CCOC(=O)c1cnc(SCc2nc(N)nc(Nc3ccc(C)cc3)n2)nc1N	1.1	/	/	-1.9	1256	i	21	19%	6.3	3.3	1.9	i	-6	8	736	19%
C=CCN(C(=O)c1cccc(S(=O)(=O)N2CCN(C)CC2)c1)c1nc(-c2ccccc2)cs1	1	-0.9	1294	/	/	i	39	7%	2.5	1.9	6.0	i	-11	-2	733	11%
O=C(COC(=O)c1cccc(S(=O)(=O)N2CCCCC2)c1)NC1CCCc2ccccc21 (stereo not given)	1.1	-1.3	1036	-0.13	1532	i	27	12%	2.6	2.3	3.2	i	-5	8	664	10%
COc1cc(-c2cc(=O)c3c(O)c(OC)c(OC)c(O)c3o2)ccc1O	0.4	12	690	-1.7	1283	i	28	36%	2.8	2.6	3.4	i	23	-5	725	37%
Cc1ccc(C)c(Cn2cnc3c(cnn3C(C)(C)C)c2=O)c1	1.1	0.7	1414	-1.6	1142	i	13	1%	4.0	2.3	19	i	39	/	/	8%
Nc1nnc(SCc2ccc3c(c2)OCO3)s1	1.1	-4.6	1223	-0.65	1255	i	33	2%	3.6	2.1	5.4	i	29	-4	787	0%
Cc1ccccc1NC(=S)NC1CCN(Cc2ccccc2)CC1	1.2	1.2	1132	-0.38	1566	i	10	1%	3.2	2.2	11	i	1	-12	702	10%
c1ccc2c(c1)nc(N1CCCCCC1)c1ccccc12	/	-0.1	1318	-0.47	1095	i	21	/	/	/	/	/	/	2	747	/
Cc1ccc(S(=O)(=O)N(C)C)cc1-n1c(SCC(=O)Nc2ccccc2)nc2ccccc2c1=O	1.1	1.4	1167	-0.71	1314	i	12	17%	3.6	3.4	12	i	-10	-15	602	27%
Cn1ncc([N+](=O)[O-])c1C(=O)Nc1ccc(-c2nc3ccccc3o2)cc1	1.1	-4.0	1171	-0.14	1274	i	27	-10%	2.6	2.7	0.4	i	12	0	671	-10%
CSc1nc(SCCO)c2sc3nc(-c4ccco4)c4c(c3c2n1)CC(C)(C)OC4	1	-6.3	809	0.81	1483	/	/	-36%	3.6	1.8	4.0	i	7	/	/	-20%
Cc1ccc(C(=O)n2c(-c3ccccc3)cnc2SCC(=O)Nc2ccccc2)cc1	1.1	0.7	1109	-0.23	1471	i	43	-29%	2.0	1.8	9.1	i	0	-2	642	-1%
CC(=O)Nc1ccc(C2NC(=O)c3ccccc3O2)cc1 (stereo not given)	1.1	-1.2	1089	0.68	1268	i	37	3%	6.7	2.8	4.0	i	11	/	/	4%
COc1ccc(CN2C(=O)c3ccccc3C2=O)cc1C(=O)OCC(=O)NC1CCCCC1	1.2	4.9	1014	0.23	1309	i	40	8%	1.4	0.8	3.3	i	10	-5	664	19%
COc1ccc(CCNC(=O)c2cc(C3CC3)on2)cc1OC	/	0.9	1314	0.21	1120	i	18	/	/	/	/	/	/	-7	775	/
O=C(CCCN1C(=O)c2ccccc2C1=O)Nc1nncs1	1.2	-4.0	939	-1.5	1201	i	50	-4%	4.6	3.5	10	i	5	/	/	-2%
O=Cc1ccc(OCC(=O)N2CCOCC2)cc1	1	1.8	996	0	1397	i	13	1%	1.1	0.9	2.1	i	-6	9	731	8%
CC(C)Sc1nc(N)c2c3c(sc2n1)CN(C)CC3	1	/	/	1.1	1277	i	46	-4%	2.9	3.6	11	i	-19	8	744	-4%
COc1ccccc1NC(=S)Nc1ccccn1	1	-2.1	1103	0.12	1474	i	41	15%	3.0	3.0	9.8	i	8	7	697	19%
COc1ccc(N2C(=O)/C(=C/c3cccs3)NC2=S)cc1	0.9	-2.8	560	-0.13	1299	i	44	48%	1.6	1.1	2.7	i	-5	-10	619	65%*
COc1cccc(C(=O)Nc2nc(C)cs2)c1	1	0.3	1320	0.44	1501	i	56	5%	2.7	1.1	4.7	i	-5	/	/	0%
O=c1[nH]c2ccc(S(=O)(=O)Nc3ccc(-c4nnc5n4CCCCC5)cc3)cc2o1	1	2.6	734	0.85	1154	i	12	3%	1.6	2.1	12	i	-3	/	/	-7%
O=C(Cc1ccccc1)NC1CCN(C(=O)NCc2ccccc2)CC1	1.1	0.5	1175	-0.58	1157	i	37	5%	1.4	1.5	11	i	8	-2	733	13%
CCOC(=O)c1c(-c2cccc(C)c2)csc1NC(=O)c1c(-c2ccccc2)noc1C	1	0.3	1282	0.35	717	i	17	18%	1.0	0.9	14	i	15	/	/	16%
O=C(Nc1ccc(-c2cnco2)cc1)c1ccc(F)cc1F	/	-4.7	1140	0.18	1365	i	37	/	/	/	/	/	/	6	653	/
CC1=NN(Cc2ccccc2)C(=O)/C1=C/c1ccc(N(C)C)cc1	0.6	0.3	1378	-0.02	1414	i	31	12%	3.4	1.7	3.7	i	-20	/	/	14%
CCOc1ccc(C(=O)OCC(=O)NCc2ccco2)cc1OCC	1	-0.7	814	0.11	1049	i	27	-4%	0.9	1.4	5.5	i	-2	/	/	2%
C/C(=N\Nc1ccc([N+](=O)[O-])cc1)c1ccc(-n2nncc2C(C)(C)C)cc1	0.8	-0.6	1251	-0.03	1345	i	29	2%	4.2	3.1	12	i	-4	0	525	-2%
Cc1ccccc1CNC(=O)c1ccccc1NS(C)(=O)=O	1.1	-1.0	1544	0.36	1379	i	43	3%	5.7	1.4	8.1	i	7	35	710	7%
CCN1CCN(C(=O)c2cc3c(=O)n4ccccc4nc3n2Cc2ccccc2)CC1	1.2	-2.7	945	0.34	1163	/	/	4%	/	/	/	/	/	/	/	-3%
CC(C)c1ccccc1NC(=O)c1cccc(NC(=O)c2ccccc2)c1	1.1	-2.1	1267	-1.1	887	i	28	3%	2.1	1.9	3.3	i	-7	12	767	12%
O=C1CC(c2ccc(F)cc2)c2cc3c(cc2N1)CCC3 (stereo not given)	1.1	25	698	-0.11	1602	i	54	1%	8.2	6.2	11	i	-30	-38	637	15%
COc1c(C)cc(Br)cc1C(=O)NC(=S)Nc1ccc(Cl)c(C(=O)O)c1	1	-1.7	1129	-0.39	1154	i	10	-4%	2.6	3.1	4.1	i	-4	-7	696	-3%
